# From PubChem BioAssay
# p53ts 39C tox: kills p53ts cells at the nonpermissive temperature. 130,000 tested, 1.5% active. AID 902. Potency, µM (doses to about 46.1 µM), inactives show top-dose activity change, negative = cell killing, actives largely listed as cytotoxic. H1299-p53A138V viability at 39C, ATP luminescence, 24 h; further: nearly all actives have a fitted effect of over 55% in size
# IkB signaling: IkB pathway inhibition in ABC-DLBCL cells | Potency, µM (series often up to 57.1 µM), for inactives: at the top dose IkBa stabilization activation | 110,000 tested, 0.04% active | ABC-DLBCL IkBa-CBG/CBR dual luciferase ratio, 4 h; response scale: scaled: untreated 0%, proteasome inhibitor 100%; active means well fitted curve in the direction sought with a large enough effect in the signal ratio, not every such curve was filed as active; inconclusive means small, poorly fitted or top-dose-only effect, or a change in a side signal; the % refers to the signal ratio;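 further: the direction sought is a rising ratio; 0% = basal untreated cells and 100% = reference inhibitor full response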
#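 Luminescence ratio of IκBα-fused green versus native red beetle luciferase in OCI-Ly3 cells, 4 h post-doxycycline with compound; red signal alone, scaled from basal (0%) to zero light (-100%), flagged nonspecific or cytotoxic effects.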
# p53ts 32C kill: p53ts cell cytotoxicity, permissive temperature; H1299-p53A138V at 32C, ATP luminescence viability, 24 h; Potency, µM (top dose mostly 46.1 µM), for inactives: at the highest dose activity change, negative = cytotoxicity, actives largely listed as cytotoxic; 130,000 tested, 0.93% active; AID 924;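 further: 0% = DMSO and -100% = full killing by reference compound; nearly all actives have a fitted effect of over 55% in size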
#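 Cells: H1299 p53ts (A138V), 600/well, pre-incubated 16–30 h at 37C. Cpd up to 46 uM, 24 h, 32C. Readout: ATPlite luminescence, 20 min RT. Normalization: DMSO vs tamoxifen 100 uM. AC50 by Hill equation.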
# Peg3 imprint: genomic imprint erasure induction; mouse ES Peg3-LacZ reporter, beta-gal luminescence, 40 h; Potency, µM (top dose mostly 60.7 µM), for the others: top-dose activity change, positive = activation, hits mostly activators; 110,000 tested, 0.02% active;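 further: 0% = negative control wells on the plate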
#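 Readout: BetaGlo luminescence (5 min, room temp) for LacZ from the normally silent maternal Peg3 allele in female Peg3LacZ-Neo ES cells. Cells 300/well, 40 h, 37C, 5% CO2. Data normalized per plate to negative controls.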
# * = called active by the depositor; ? = inconclusive; · = no result given; & = joins results of further samples; [ ] = remark or other dose. Unless noted, the call rests on the fitted dose curve; in most records, active means well fitted curve in the direction sought with a large enough effect; inconclusive means small, poorly fitted or top-dose-only effect, or another doubt; inactive means no such curve, though single readings can be large; an effect the other way counts as inactive or inconclusive. Unless noted, on the % scale 0 is the no-effect control and ±100 the full control effect; potency means the concentration at half of the fitted maximal effect.
# Sample of the layout, six compounds:
# Values run as follows: p53ts 39C tox	IkB signaling	p53ts 32C kill	Peg3 imprint
Cc1c(C(=O)OC2CCCCC2)[nH]c2c1C(=O)CC(c1ccc(C(C)(C)C)cc1)C2 (stereo not drawn)
    -12%	0.6%	3%	6%[10.9 µM]
COc1ccc(OC)c(-n2c(C)nc3cc(C(=O)O)ccc32)c1
    -2%	-0.1%	0%	-9%
NC(=O)CSc1nnc(-c2ccc(O)cc2)n1Cc1ccco1
    -1%	1.3%	6%	-6%
CC/C(=C(/CC)c1ccc(O)cc1)c1ccc(O)cc1
    41%[activator]	?	66%[activator]	-7%&-12%
COc1ccc(C2SCCN2S(=O)(=O)c2ccc(F)cc2)cc1OC (stereo not drawn)
    ?	?	4%	-3%
CCCCOc1cccc(C(=O)N(Cc2ccc(Cl)cc2)C2CCS(=O)(=O)C2)c1 (stereo not drawn)
    -18%	?	12%	3%[10.9 µM]

# This part in full, from the first entry:
# Values run as follows: p53ts 39C tox	IkB signaling	p53ts 32C kill	Peg3 imprint
Cc1c(C(=O)OC2CCCCC2)[nH]c2c1C(=O)CC(c1ccc(C(C)(C)C)cc1)C2 (stereo not drawn)
    -12%	0.6%	3%	6%[10.9 µM]
COc1ccc(OC)c(-n2c(C)nc3cc(C(=O)O)ccc32)c1
    -2%	-0.1%	0%	-9%
NC(=O)CSc1nnc(-c2ccc(O)cc2)n1Cc1ccco1
    -1%	1.3%	6%	-6%
CC/C(=C(/CC)c1ccc(O)cc1)c1ccc(O)cc1
    41%[activator]	?	66%[activator]	-7%&-12%
COc1ccc(C2SCCN2S(=O)(=O)c2ccc(F)cc2)cc1OC (stereo not drawn)
    ?	?	4%	-3%
CCCCOc1cccc(C(=O)N(Cc2ccc(Cl)cc2)C2CCS(=O)(=O)C2)c1 (stereo not drawn)
    -18%	?	12%	3%[10.9 µM]
Oc1ccc2ccccc2c1/C=N/n1cnnc1
    11%	·	-11%	·
CCOc1ccc(NC(=O)CN2C(=O)C(c3ccccc3)=NC23CCCCCC3)cc1
    -8%	?	0%	6%[10.9 µM]
Cc1ccc(-n2c(C)cc(C3N=C(N)Nc4nc5ccccc5n43)c2C)c(C)c1 (stereo not drawn)
    20µM*	?	?	-52%[inhibitor]
CCOC(=O)CSc1nc(NCc2ccco2)c2ccccc2n1
    -18%	0.6%	4%	-30%[inhibitor]
O=c1c(-c2cc(F)cc(F)c2)nc2cnc(Oc3ccccc3)nc2n1C1CC1
    2%	1.6%[11.4 µM]	-10%	·
Cc1ccc(C2C3=C(CC(C)(C)CC3=O)Nc3[nH]c(=S)[nH]c(=O)c32)cc1 (stereo not drawn)
    -10%	1.4%	9%	-10%
CCOC(=O)Cn1c(=O)oc2cc(S(=O)(=O)N3CCN(c4ccccc4F)CC3)ccc21
    -12%	?	4%	-12%[10.9 µM]
c1ccc(-n2ncc3c2ncn2nc(CSc4nc5ccccc5s4)nc32)cc1
    9%	5.4%	4%	-6%
CCc1ccc(NC(=O)CN(c2cc(C)cc(C)c2)S(=O)(=O)c2c(C)[nH]c(=O)[nH]c2=O)cc1
    -9%	?	8%	-5%[10.9 µM]
CCN(CC)CCCCn1c(-c2ccccc2)nc2c(NCc3ccccc3)nc(C)nc21
    -16%	·	-1%	-12%
COc1ccccc1-c1nnc(SC2CCc3ccccc3NC2=O)s1 (stereo not drawn)
    6%	·	-14%	·
Cc1cccnc1NC(=O)c1c(O)c2ccccc2n(C)c1=O
    -14%	?	-16%	-3%
COc1cc(OC)c(C2CC(=O)N3CN(c4ccc(C)cc4)CSC3=C2C#N)cc1OC (stereo not drawn)
    -1%	3.1%	-5%	-14%
Cc1cccc(N(C)c2ccc3cc(S(=O)(=O)N4CCCC4)ccc3n2)c1
    18%	-1.1%	3%	-7%[10.9 µM]
Cc1ccc2c(=O)c(C(=O)NCc3cccs3)c[nH]c2c1
    19%	·	-5%	·
C=CCNc1ncnc2c1ncn2C1OC(CO)C(O)C1O (stereo not drawn)
    ?	-0.3%	?	1%
Cc1cccc(NC(=O)CSc2nc3ccc(NC(=O)COc4ccccc4F)cc3s2)c1
    10µM*	-1.6%	?	-14%[10.9 µM]
COC(=O)c1c(SC)nc2ccccc2c1OCc1ccc(C)cc1
    9%	-0.3%	17%	-4%[10.9 µM]
Cc1ccc(Cc2nnc3n(-c4cccc(C)c4)nc(C(=O)c4ccccc4)n3c2=O)cc1
    -5%	·	-2%	·
CCN(c1ccccc1)S(=O)(=O)c1ccc(F)cc1
    6%	5.0%	6%	9%
COc1cccc(C(=O)NCC(=O)N/N=C/c2cccc(OC(=O)c3ccc([N+](=O)[O-])cc3)c2)c1
    2%	·	-22%	·
CCN1CCN(c2ncc3c(n2)CCN(Cc2ccc(C)s2)C3)CC1
    -14%	-0.1%	8%	-17%[10.9 µM]
COC(=O)c1nc(-c2ccccc2)oc1N(C)C
    1%	-0.8%	1%	-3%
Cc1cccn2c(=O)cc(CSc3nnc(NC(=O)COc4ccc(F)cc4)s3)nc12
    -10%	?	2%	5%[10.9 µM]
CCCC(=O)Nc1ccc(C(=O)NCc2ccccc2Cl)cc1
    -5%	·	5%	·
COc1ccccc1N1CCN(c2ccc(=O)n(CC(=O)NCc3ccc(OC(C)C)cc3)n2)CC1
    23%	?	9%	-11%[10.9 µM]
CC(C)(C)SCCNS(=O)(=O)c1ccc(F)cc1
    7%	-0.2%	-14%	-8%
O=C1CC(C(=O)Nc2ccc(O)c(C(=O)O)c2)C(c2ccccc2)O1 (stereo not drawn)
    13%	0.8%	3%	-15%
CSc1ccc(/C=C/c2nc3ccccc3n2S(=O)(=O)c2ccc(Br)cc2)cc1
    1.1µM*	?	3.2µM*	-22%[10.9 µM]
O=C(CN1C(=O)c2ccccc2S1(=O)=O)N1CCc2ccccc2C1
    -13%	0.9%	-19%	-16%
Cc1cc(C)c(-c2cc(C(F)(F)F)no2)c(=O)[nH]1
    32%&4%	-3.7%	1%&2%	-11%
Clc1ncnc2scc(C3COc4ccccc4O3)c12 (stereo not drawn)
    64%[activator]	·	?	·
CCCc1cc(C(=O)N2CCN(c3ccccc3C)CC2)cs1
    6%	?	5%	5%
CCOC(=O)Cc1csc(SCC(=O)c2c(N)n(CC(C)C)c(=O)n(C)c2=O)n1
    -2%	?	-2%	-16%
CCOc1ccc(CCNC(=O)c2cccc(Nc3nc4ccccc4nc3-n3nc(C)cc3C)c2)cc1OCC
    -24%	?	7%	-4%[10.9 µM]
COc1ccc(F)cc1S(=O)(=O)N1CCC(C(N)=O)CC1
    9%	0.6%	3%	0%
COC(=O)c1ccc(-c2nc3ccccc3o2)cc1
    6%	-4.2%	-13%	·
COc1cc(Cl)c(C)cc1NC(=O)c1ccc2c(Cl)c3c(nc2c1)CCC3
    -11%	-0.4%	-10%	?
COc1ccc(OC)c(NC(=O)CSc2nnc(CNC(=O)c3ccco3)o2)c1
    17%	2.4%	28%	-8%
COc1ccc(CNC(=O)CN(C(=O)c2cc3sccc3n2C)C2CCCC2)cc1
    -17%	1.3%	9%	-11%
O=c1[nH]c2ccc(NCc3ccccc3F)cc2[nH]1
    6%	-2.9%	4%	-13%[10.9 µM]
O=C(CSc1nnc(NC(=O)c2ccco2)s1)NC1CCCCC1
    -15%	?	4%	-12%
O=C(NCc1ccc2c(c1)OCO2)c1ccc2c(c1)N(Cc1ccccc1)C(=O)c1ccccc1S2=O (stereo not drawn)
    -12%	1.7%	10%	-4%[10.9 µM]
O=C(CN1C2CCC1CC(NC(=O)C1CC1)C2)NCc1ccccc1 (stereo not drawn)
    2%	0.1%	-1%	-2%
CCOc1ccc(-n2c(SCC(=O)Nc3ccc4c(c3)OCO4)nc3c(c2=O)SCC3)cc1
    -22%	?	2%	-85%[inhibitor]
COc1ccc(C(=O)N2CCC3(CC2)CCN(c2ccncc2)CC3)cc1
    -6%	-1.0%[11.4 µM]	4%	·
O=P(O)(CCCCP(=O)(O)CCc1ccccc1)CCc1ccccc1
    -2%	0.7%	2%	2%
COc1cc(C2C(C(=O)Nc3ccccc3OC)=C(C)Nc3ncnn32)ccc1O (stereo not drawn)
    -4%	-0.6%	11%	-8%
Cc1ccsc1C1NC(=O)c2c(sc3c2CCN(C)C3)N1 (stereo not drawn)
    4%	-1.6%	-8%	-10%
CO[C@H]1COC(=O)[C@H]2CCCN2C(=O)C/C=C\[C@@H](C)[C@H](OC)COC(=O)C/C=C\[C@@H]1C
    1%[9.22 µM]	·	-3%[9.22 µM]	·
Clc1ccc(C(c2nnnn2C2CCCC2)N2CCSCC2)cc1 (stereo not drawn)
    -7%	0.4%	0%	13%
CCOC(=O)C1CCCN(C(=O)c2cn(CC)c(=O)c3cc(OC)c(OC)cc23)C1 (stereo not drawn)
    -11%	-1.5%	-20%	-4%
c1ccc(OCc2nc3ccccc3[nH]2)cc1
    ?	?	?	-84%[inhibitor]
CCn1c(CSc2nc3ccccc3n2C)nc2ccccc21
    9%	-1.5%	-3%	-3%

# (list continues)
# Values run as follows: p53ts 39C tox	IkB signaling	p53ts 32C kill	Peg3 imprint
O=C(CSc1nc(=O)n(Cc2ccncc2)c2c1CCC2)Nc1cccc(F)c1
    -18%	?	-1%	-5%[10.9 µM]
Cc1ccc(NC(=O)c2c(C)oc3ccc(O)c(CN4CCCCCC4)c23)c(C)c1
    -9%	?	12%	23%[10.9 µM]
Cc1cc(C)nc(-n2nc(C)c3c(=O)[nH]c(C(F)(F)F)nc32)n1
    12%	0.4%	6%	22%
CCOC(=O)C(NC(=O)N1CCCCC1)(c1ccccc1)C(F)(F)F (stereo not drawn)
    1%	0.1%	-7%	-3%
O=C1c2cccc(OCC(=O)N3N=C(c4cccs4)CC3c3ccc(F)cc3)c2CCN1Cc1ccccc1 (stereo not drawn)
    -27%	·	15%	·
COc1ccc(Cn2nnc(C(=O)Nc3cc(OC)ccc3OC)c2N)cc1
    -17%	0.0%	4%	-9%[10.9 µM]
COc1ccc(-c2nnn(CC(=O)N(C3CCCCC3)C(C)C(=O)NC3CCCC3)n2)cc1OC (stereo not drawn)
    -16%	0.3%	4%	-15%
CCOC(=O)Cn1c(=N)n(CCOc2ccc(OC)cc2)c2ccccc21
    18%	2.9%	-4%	-10%[10.9 µM]
CC1(c2ccccc2)CC(c2ccccc2)=Nc2nonc2N1 (stereo not drawn)
    7%	3.1%	24%	-4%
COc1ccc(NC(=O)C2C3C=CC4(CN(Cc5cccnc5)C(=O)C24)O3)c(OC)c1 (stereo not drawn)
    -11%	4.1%	-22%	-9%
Cc1nc(SCC(=O)NCc2ccco2)c2oc3ccccc3c2n1
    -9%	1.5%	-8%	-7%
Cc1c(C(=O)N(C)C)sc2c1c(=O)n(-c1ccc(Cl)c(Cl)c1)c(=O)n2CC(=O)N1CCCCC1C (stereo not drawn)
    21%	-2.7%	7%	3%[10.9 µM]
CSc1nc(N)nc(SCC(=O)C23CC4CC(CC(C4)C2)C3)c1C#N
    -19%	·	1%	·
Cc1c(N=Cc2ccc(Cl)o2)c(=O)n(-c2ccccc2)n1C
    -8%	0.6%	2%	-6%
Cc1ccc(S(=O)(=O)c2cc3c(=O)n4ccccc4nc3n(CC3CCCO3)c2=N)cc1 (stereo not drawn)
    12%	-0.7%	3%	-13%
Nc1nc(N)[n+]([O-])c(N)c1NCO
    -4%[9.22 µM]	0.3%[11.4 µM]	-12%[9.22 µM]	-16%[10.9 µM]
CCOC(=O)c1cnc2c(Cl)cc(Cl)cc2c1NCCOCCO
    39%[activator]	·	-2%	·
N#CCSc1nnc2c(Cl)cc(Cl)cn12
    -11%	0.0%	-6%	-7%
CCOCCc1nn2c(=O)cc(COC(=O)c3ccc4c(c3)OCO4)nc2s1
    14%	0.1%	-5%	-8%[10.9 µM]
Fc1cc(Br)ccc1Nc1c2c(nc3nc(-c4cccs4)nn13)CCCC2
    12%	7.3%	11%	9%[10.9 µM]
O=C(NC1CCCCC1)n1c(=O)oc2ccccc21
    -15%	-1.4%	-4%	-5%
COCCNC(=O)c1ccc2c(c1)N(Cc1c(F)cccc1Cl)C(=O)c1ccccc1S2
    8%	?	14%	3%[10.9 µM]
COc1ccc(-c2csc(Cc3nnc4n3CCCCC4)n2)cc1OC
    -9%	0.0%	4%	-10%
